Bioassay records as filed in PubChem.
Large T inhibition: SV40 large T antigen inhibitors, biochemical (AID 1903) | 310,000 compounds, 0.39% hits | inhibition, % at 20 µM, or IC50 in µM where a hit was titrated | SV40 large T antigen ATPase/helicase inhibition assay; higher % means a stronger effect; in the data active = a potency from the dose series; note: strong numbers were not always called active
KOR beta-arrestin-1: KOR antagonists, beta-arrestin recruitment, cell-based, luminescence, uHTS (AID 1778); 290,000 compounds, 0.091% hits; KOR beta-arrestin recruitment, luminescence, antagonist mode; higher % means a stronger effect; one-dose inhibition, % at 10 µM; IC50 in µM for titrated hits; note: strong numbers were not always called active
HEK293 NOD2/NF-kB: inhibition of NOD2-driven NF-kB reporter – cell-based, luminescence, uHTS, HEK293 (AID 1566); one-dose inhibition, % at 4 µM; EC50 in µM for titrated hits; 290,000 compounds, 0.63% hits; HEK293 NOD2/NF-kB luciferase reporter, luminescence; higher % means a stronger effect; note: many of its hits are not listed in these tables
HIV fusion peptide: inhibitors of HIV fusion peptide binding, primary screen, biochemical, uHTS, fluorescence dequenching (AID 1986); cell-free peptide binding, fluorescence dequenching, 30 min; higher % means a stronger effect; one-dose inhibition, % at 20 µM; IC50 in µM for titrated hits; 290,000 compounds, 0.3% hits; in the data active = inhibition mostly above about 52%, no sharp cut-off; inactive = mostly below about 76%; note: some results filed as inactive read as strong as hits
GPR55 LPI antagonism: inhibition of LPI-stimulated GPR55 beta-arrestin translocation – imaging, U2OS, beta-arrestin-GFP, LPI agonist, primary screen (AID 2013). U2OS GPR55 beta-arrestin-GFP translocation imaging, LPI antagonism; higher % means a stronger effect. one-dose inhibition, % at 10 µM; IC50 in µM for titrated hits. 290,000 compounds, 0.13% hits;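 active = spots per cell inhibited over 60%, with over 100 cells counted and total cytoplasm intensity under 500,000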;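 note: U2OS cells stably carrying GPR55 and arrestin-GFP stimulated by 5 µM LPI near EC80; imaged beta-arrestin-GFP aggregate spots per cell after agonist stimulation; plate controls were LPI-stimulated DMSO wells for no effect and DMSO wells without LPI for full effect; some results filed as inactive read as strong as hits; confirmed hits need IC50 under 10 µM and bright autofluorescent wells are also inconclusive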
Rac1 GTP hydrolysis: MgcRacGAP GTPase-activating activity inhibitors, confirmation, biochemical, ADP Hunter fluorescence; MgcRacGAP-stimulated Rac1 GTP hydrolysis, ADP Hunter fluorescence; higher % means a stronger effect; GST-tagged Rac1 F28L mutant substrate; inhibition, % at 30 µM; hits with a dose series show IC50 in µM; 340,000 compounds, 0.6% hits;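 active = first-screen hits whose inhibition reached a set limit at any dose in the follow-up dose series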;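 note: fluorescence reports GDP produced by GAP-driven GTP hydrolysis; strong numbers were not always called active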
GPR55 beta-arrestin: GPR55 agonists via beta-arrestin recruitment, primary screen, imaging, U2OS cells, beta-arrestin-GFP redistribution (AID 1961). U2OS GPR55 beta-arrestin-GFP redistribution imaging; higher % means a stronger effect. 290,000 compounds, 0.048% hits. one-dose activation, % at 10 µM; EC50 in µM for titrated hits;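 active = activation above 40% with more than 50 cells counted in the well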;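 note: U2OS osteosarcoma cells stably expressing GPR55 and beta-arrestin-GFP; plate controls were DMSO negative control for no effect and LPI positive control for full effect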
KOR beta-arrestin-2: KOR agonists, beta-arrestin recruitment, primary screen, cell-based, luminescence, uHTS (AID 1777). KOR beta-arrestin recruitment, luminescence; higher % means a stronger effect. activation, % at 10 µM; hits with a dose series show EC50 in µM. 280,000 compounds, 0.02% hits; in the data active = activation above about 50%, passing the limit was not always enough; note: a part of the inactive calls stands beside numbers as strong as those of hits
NOD1 inhibition: inhibition of NOD1-driven NF-kB reporter – cell-based, luminescence, uHTS, primary screen (AID 1578); NOD1-driven NF-kB luciferase reporter cells, luminescence; higher % means a stronger effect; inhibition, % at 4 µM, or EC50 in µM where a hit was titrated; 290,000 compounds, 1% hits; in the data active = inhibition mostly above about 36%, no sharp cut-off; inactive = mostly below about 34%;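 note: HEK-293T reporter cells stimulated with the NOD1 agonist gamma-tri-DAP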
* marks the source's active call; other numbers are inactive results; x = not tested or not shown; [ ] = dose if it differs, or a comment. Cut-off read from the data, not from the text of the source, unless noted: active = inhibition above about 50%; inactive = the rest. These rows are one share of the data (hit frequency here may not be typical).

SMILES	Large T inhibition	KOR beta-arrestin-1	HEK293 NOD2/NF-kB	HIV fusion peptide	GPR55 LPI antagonism	Rac1 GTP hydrolysis	GPR55 beta-arrestin	KOR beta-arrestin-2	NOD1 inhibition
COc1ccc(/C=C/c2nc(N)nc(-c3ccccc3O)n2)cc1OC	8%	-69%	6%	-2.8%	15%	5%	-0.2%	8.3%	-27%
COC(=O)c1sccc1S(=O)(=O)Nc1ccc(Cl)cc1	6%	23%	16%	-1.5%	4%	3%	0.3%	-0.8%	-2%
O=C(Cc1ccc(Br)c2ccccc12)N/N=C/c1ccccn1	13%	32%	16%	-0.3%	-4%	15%	-0.5%	6.8%	7%
Clc1cccc(/C=N/Nc2ncnc3ccccc23)c1	-2%	-12%	-109%	1.3%	3%	10%	0.0%	16%	-120%
COc1ccc(N(CC(=O)N2CCCC2)S(C)(=O)=O)cc1	4%	-4%	7%	1.3%	2%	13%	-0.1%	2.8%	-11%
CCN1CCCC1CNCc1ccc(OCc2ccc(Cl)nc2)c(OC)c1 (stereo not drawn)	19%	-9%	1%	0.8%	5%	6%	-0.3%	4.8%	-6%
Cc1cc(NC(=O)CSc2nnc(-c3c[nH]c4ccccc34)n2C)no1	5%	22%	18%	0.1%	4%	10%	-0.1%	-2.1%	0%
Cc1ccc2nc(SC(C)C(=O)NCc3ccco3)[nH]c2c1 (stereo not drawn)	14%	-15%	10%	58%	1%	11%	-0.1%	2.0%	-9%
Cc1cnccc1CN(C)Cc1cn(C)nc1-c1ccc(Oc2ccccc2)cc1	1%	-10%[20 µM]	7%	-1.2%	2%	4%	-0.1%	x	27%
O=C(NNS(=O)(=O)c1ccccc1)c1ccc(F)cc1	-4%	-1%[20 µM]	-8%	-0.4%	7%	4%	0.1%	-2.7%	-11%
CCn1c(SCC(=O)NCc2ccc(C)cc2)nnc1-c1ccncc1	2%	37%	15%	-2.1%	-1%	-1%	0.6%	-1.7%	-6%
COc1cccc(-c2cccc(NC(=O)C3CCN(Cc4ccc(CO)o4)CC3)c2)c1	7%	-2%	-7%	1.3%	2%	8%	0.0%	0.4%	-21%
Cc1ccc(Nc2nc(N)nc(CC#N)n2)cc1	-6%	6%	-50%	0.4%	6%	4%	-0.1%	-3.8%	-39%
CCOC(=O)c1c(N2C(=O)CC(Sc3ccccc3C(=O)O)C2=O)sc2c1CCCC2 (stereo not drawn)	14%	-42%[20 µM]	17%	2.2%	7%	4%	-0.1%	-0.3%	-14%
O=C(NC1(O)C(=O)c2ccccc2C1=O)c1ccc(C(F)(F)F)cc1	29%	3%	9%	-0.5%	-1%	x	1.2%	9.1%	1%
COC(=O)CCCC(=O)N1CCCC(CNS(=O)(=O)c2ccc(OC)cc2)C1 (stereo not drawn)	4%	20%	6%	0.0%	-4%	4%	-0.3%	x	-17%
CC1CCc2c(sc3ncn(CC(=O)N=Nc4c(O)[nH]c5ccccc45)c(=O)c23)C1 (stereo not drawn)	7%	-22%	-24%	-0.9%	9%	2%	14%	2.5%	4%
O=C(NN1C(=O)CSC1=S)c1cccnc1	7%	31%	18%	1.3%	0%	x	-0.2%	5.1%	-9%
O=C(c1ccccc1Cl)N1CCC(N2CCC(C(=O)N3CCCC3)CC2)CC1	7%	-9%	-14%	-0.4%	-13%	-5%	-0.2%	9.0%	-18%
CCC1CCCCN1C(=O)c1c(-c2ccccc2)noc1C (stereo not drawn)	-1%	6%	6%	-3.0%	16%	7%	-0.1%	-7.8%	-10%
S=C(NC1CCCC1)N1CCN(c2ncccn2)CC1	5%	-37%[20 µM]	-3%	-0.2%	-4%	16%	0.2%	-3.1%	-11%
Cc1ccc2c(c1)sc1nc(=O)n(-c3cccc(Cl)c3)c(=O)n12	3%	-3%	-178%	1.5%	6%	-2%	0.0%	-0.5%	-137%
Cc1cccc(OCC(=O)NCCNC(=O)c2cnccn2)c1	5%	-40%	-10%	2.4%	-2%	-1%	0.0%	3.9%	-3%
Cc1ccc(/C=C/C(=O)O)cc1S(=O)(=O)N1CCCc2ccccc21	16%	-8%	19%	4.8%	10%	13%	0.2%	-1.4%	-2%
O=C(NCCSCc1ccccc1)c1cc(S(=O)(=O)N2CCOCC2)ccc1F	21%	11%	10%	-2.1%	7%	8%	-0.1%	5.4%	-6%
Cc1cccc(Cc2nnc(CCC(=O)N(C)Cc3ccncc3C)o2)c1	7%	4%[20 µM]	6%	0.3%	6%	-6%	0.2%	x	-15%
CCSc1nc2c(c(=O)[nH]1)C(c1ccc(C)cc1)C1=C(CCCC1=O)N2 (stereo not drawn)	-3%	-5%	28%	0.0%	5%	3%	-0.1%	-3.0%	-6%
COc1ccc2nc(SCC(=O)NCc3ccccc3)[nH]c2c1	8%	5%	-1%	1.2%	-1%	1%	0.3%	-3.9%	-31%
CC(=O)Nc1ccc(S(=O)(=O)NCCSc2ccccn2)cc1	5%	24%	-3%	-0.9%	12%	4%	-0.1%	-0.2%	x
N=c1c(C(=O)NCC2CCCO2)cc2c(=O)n3ccccc3nc2n1Cc1ccco1 (stereo not drawn)	8%	-14%	-1%	3.4%	1%	4%	1.1%	-3.5%	9%
Cc1c(N=C2C=CC(=O)c3ccccc32)c(=O)n(-c2ccccc2)n1C	12%	12µM*	x	-3.0%	10%	12%	0.5%	-6.6%	x
Cc1cc(C)cc(N2CCCn3c2nc2c3c(=O)n(CC(=O)OCc3ccccc3)c(=O)n2C)c1	-2%	10%	26%	-5.2%	-6%	1%	0.1%	-0.7%	18%
COc1ccc(/C(C)=N/NC(=O)c2ccc(CSc3nncn3C)cc2)cc1	16%	12%	4%	-1.2%	-2%	12%	-0.3%	-3.2%	-36%
O=C(COc1ccc(Cl)cc1)NCc1nnc(SCC(=O)N2CCCCC2)o1	1%	23%	4%	5.2%	-3%	11%	-0.2%	-1.5%	-6%
Cc1ccc(S(=O)(=O)n2cnc3cc([N+](=O)[O-])ccc32)cc1C	0%	11%	18%	1.0%	10%	6%	-0.1%	2.3%	14%
CCc1cc2c(=O)n(CC)c(SC(C)C(=O)Nc3c(C)n(C)n(-c4ccccc4)c3=O)nc2s1 (stereo not drawn)	7%	-45%	3%	-1.8%	8%	2%	-0.2%	-2.3%	-2%
Cc1ccc(-n2cccc2/C=C2\C(=N)N3N=C(c4ccco4)SC3=NC2=O)cc1	5%	-59%	6%	71%	15%	19%	-0.5%	0.7%	3%
CCN1C(=O)/C(=C2\SC(N3CCOCC3)=NC2=O)c2ccccc21	x	18%	11%	-1.2%	11%	1%	0.5%	3.3%	0%
C=C(C)CSc1nc2sc3c(c2c(=O)n1-c1ccccc1)CCN(C)C3	14%	12%	-8%	3.0%	13%	12%	0.2%	-3.8%	-13%
O=S(=O)(c1ccccc1)N1N=C(c2ccc(O)cc2)CC1c1ccco1 (stereo not drawn)	37%	-14%	14%	1.4%	12%	38%	-0.1%	5.6%	-6%
O=C(O)c1ccc(S(=O)(=O)c2ccc(Sc3ccc(C(=O)O)c(C(=O)O)c3)cc2)cc1	0%	-29%[20 µM]	3%	15%	7%	1%	-0.1%	x	-15%
Clc1cc2c(nn1)Nc1ccccc1S2	8%	0%	2%	6.9%	-3%	6%	-0.2%	-2.0%	-12%
Cc1ccc(OCc2n[nH]c(=S)n2-c2ccc(C)cc2)cc1	9%	-10%[20 µM]	4%	-0.7%	7%	11%	0.0%	x	0%
O=C(O)C1CCCN(S(=O)(=O)c2cccs2)C1 (stereo not drawn)	1%	-4%	13%	-0.5%	8%	17%	0.3%	-3.9%	-21%
O=C(O)CCCCCNC(=O)CCn1cnc2ccccc2c1=O	2%	17%	7%	6.5%	-6%	7%	-0.1%	-4.4%	21%
C/C(N)=C(/C#N)C(=O)CSc1nnc(-c2ccc3c(c2)OCO3)o1	0%	3%	-106%	28%	5%	13%	-0.2%	4.7%	5%
CCN(Cc1nc2ccccc2c(=O)[nH]1)Cc1nc2cc(OC)c(OC)cc2c(=O)[nH]1	8%	-15%	-2%	-0.2%	4%	8%	-0.5%	-1.4%	-7%
CCCCN(CC)c1nc(N)c(C#N)c(CC#N)c1C#N	4%	-47%	2%	7.6%	26%	6%	-0.1%	-1.0%	9%
CN1CCN(C(=S)c2ccc(Cl)cc2)CC1	10%	17%	15%	2.3%	2%	4%	-0.1%	-0.9%	2%
c1ccc(CN2CCN(C(c3ccccc3)c3nnnn3Cc3ccccc3)CC2)cc1 (stereo not drawn)	10%	-23%	15%	0.6%	16%	3%	-0.2%	-2.0%	1%
Cc1nn(Cc2noc(C(=O)NCCc3ccccn3)n2)c(C)c1Br	1%	-69%	7%	-1.1%	8%	0%	0.3%	-3.8%	-24%
O=C(Nc1nc2ccc(S(=O)(=O)N3CCCC3)cc2s1)c1ccco1	-1%	-26%	-10%	1.8%	9%	-8%	-0.3%	4.6%	-34%
COCCNC(=O)c1ccc(C2SCC(=O)N2Cc2ccco2)cc1 (stereo not drawn)	x	-29%[20 µM]	13%	-0.8%	4%	-7%	-0.1%	x	-22%

Part of the list above, as labelled records:
COc1ccc2nc(SCC(=O)NCc3ccccc3)[nH]c2c1
  Large T inhibition = 8%	KOR beta-arrestin-1 = 5%	HEK293 NOD2/NF-kB = -1%	HIV fusion peptide = 1.2%	GPR55 LPI antagonism = -1%	Rac1 GTP hydrolysis = 1%	GPR55 beta-arrestin = 0.3%	KOR beta-arrestin-2 = -3.9%	NOD1 inhibition = -31%

CCCCN(CC)c1nc(N)c(C#N)c(CC#N)c1C#N
  Large T inhibition = 4%	KOR beta-arrestin-1 = -47%	HEK293 NOD2/NF-kB = 2%	HIV fusion peptide = 7.6%	GPR55 LPI antagonism = 26%	Rac1 GTP hydrolysis = 6%	GPR55 beta-arrestin = -0.1%	KOR beta-arrestin-2 = -1.0%	NOD1 inhibition = 9%

Record cards, as listed above. Values in the order: Large T inhibition	KOR beta-arrestin-1	HEK293 NOD2/NF-kB	HIV fusion peptide	GPR55 LPI antagonism	Rac1 GTP hydrolysis	GPR55 beta-arrestin	KOR beta-arrestin-2	NOD1 inhibition
Cc1ccc(OCc2n[nH]c(=S)n2-c2ccc(C)cc2)cc1 in the list: 9%	-10%[20 µM]	4%	-0.7%	7%	11%	0.0%	x	0%
O=C(O)C1CCCN(S(=O)(=O)c2cccs2)C1 (stereo not drawn) in the list: 1%	-4%	13%	-0.5%	8%	17%	0.3%	-3.9%	-21%
CN1CCN(C(=S)c2ccc(Cl)cc2)CC1 in the list: 10%	17%	15%	2.3%	2%	4%	-0.1%	-0.9%	2%
COCCNC(=O)c1ccc(C2SCC(=O)N2Cc2ccco2)cc1 (stereo not drawn) in the list: x	-29%[20 µM]	13%	-0.8%	4%	-7%	-0.1%	x	-22%
O=C(O)CCCCCNC(=O)CCn1cnc2ccccc2c1=O in the list: 2%	17%	7%	6.5%	-6%	7%	-0.1%	-4.4%	21%
